Screening data: PubChem BioAssay, several laboratories
MCL1 BIM primary: MCL1-BIM-BH3 interaction inhibition (human). Q07820. GST-MCL1 / FITC-Bim-BH3 fluorescence polarization. inhibition, % at 10.9 µM. 320,000 tested, 0.68% active;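 active means inhibition above the mean inhibition of all tested compounds plus 3 SD, set per campaign, cut at about 40% in these data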;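 further: 0% = DMSO wells and 100% = unlabeled Bim-BH3 peptide control; higher means more loss of mP so more displacement of Bim peptide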
Target sequence (Q07820 whole entry, looked up): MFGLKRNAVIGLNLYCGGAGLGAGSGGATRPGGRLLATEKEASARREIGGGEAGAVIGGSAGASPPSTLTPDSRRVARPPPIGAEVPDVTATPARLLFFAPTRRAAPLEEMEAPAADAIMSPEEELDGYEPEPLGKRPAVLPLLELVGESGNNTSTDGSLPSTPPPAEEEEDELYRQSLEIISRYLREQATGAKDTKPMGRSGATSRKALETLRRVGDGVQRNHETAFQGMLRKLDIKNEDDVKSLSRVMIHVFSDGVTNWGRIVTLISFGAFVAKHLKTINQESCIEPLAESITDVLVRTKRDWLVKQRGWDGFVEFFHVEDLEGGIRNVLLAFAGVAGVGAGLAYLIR
VLA-4 inh: inhibition in a human VLA-4 binding assay. 330,000 tested, 0.2% active. inhibition, % (about 7 µM as worked out from the volumes in the protocol). VLA-4 expressing cells, ligand binding flow cytometry. P13612; in the data active means inhibition above about 50%
Bcl-xL primary: blocks human Bcl-xL binding to Bim BH3 peptide; Q07817; GST-Bcl-xL / FITC-Bim BH3 peptide fluorescence polarization; inhibition, % at 10.9 µM; 320,000 tested, 0.7% active; AID 2129;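 active means inhibition above the mean of all tested compounds plus 3 SD, cutoff set per campaign, cut at about 30% in these data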;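 further: 0% = DMSO wells and 100% = unlabeled Bim-BH3 peptide competitor; inhibitors lower millipolarization by displacing the labeled peptide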
Target sequence (Q07817 whole entry, looked up): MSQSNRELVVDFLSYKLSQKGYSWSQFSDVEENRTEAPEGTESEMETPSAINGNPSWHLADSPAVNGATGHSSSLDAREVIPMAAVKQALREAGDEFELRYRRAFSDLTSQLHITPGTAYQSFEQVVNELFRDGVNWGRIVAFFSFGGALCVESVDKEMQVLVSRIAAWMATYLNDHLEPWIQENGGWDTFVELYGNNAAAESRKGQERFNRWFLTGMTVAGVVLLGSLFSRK
GLD-1 RNA inh: GLD-1-TGE RNA interaction inhibition (C. elegans). Q17339. purified GLD-1 + fluorescein TGE RNA, fluorescence polarization. inhibition, % at 5.96 µM. 320,000 tested, 0.44% active. AID 2280;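 active means percent inhibition above a per-plate cutoff, the plate mean of test compounds plus 3 SD, cut at about 30% in these data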;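 further: 0% = DMSO wells with GLD-1 and probe and 100% = wells lacking GLD-1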
Fam108B inh: counter-screen for RBBP9 inhibitors: inhibitors of mouse Fam108B. AID 1947. 300,000 tested, 0.33% active. recombinant Fam108B, FP-Rh probe fluorescence polarization. inhibition, % at 9.51 µM;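 active means inhibition above the screen mean inhibition plus 3 SD, computed separately per campaign, cut at about 18% in these data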;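 further: inhibitors lower polarization as less probe binds the enzyme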
MEX-5 binding: C. elegans MEX-5 TCR-2 RNA binding activity. AID 1832. activity score (negative = inhibition of binding), % at 10 µM. Q9XUB2. MEX-5/FITC-TCR2 RNA binding, fluorescence polarization; stronger effect = lower value. 300,000 tested, 0.38% active;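 active means inhibition past about -25% in most replicates, and total fluorescence under double the plate's negative control median, limit read from the data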;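 further: 0% = DMSO and -100% = 5 µM competing unlabeled TCR2 RNA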
Efflux pump mplx: antifungal efflux pump inhibition, Nile Red retention. inhibition, % at 10 µM. S. cerevisiae Candida pump triplex. 330,000 tested, 0.44% active;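 active means plate passing quality check with inhibition over a set limit, or well fluorescence over plate mean plus 4 SD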;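 further: Nile Red retained in pooled yeast measured as flow cytometry median fluorescence; 0% = buffer negative control and 100% = Enniatin B positive control; higher means more Nile Red kept so more efflux inhibition; some compounds called inactive have numbers as strong as hits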
GRK2 inh: human GRK2 inhibition via aptamer displacement | inhibition of aptamer binding, % at 10 µM | P25098 | 330,000 tested, 0.59% active | bead flow cytometry, FAM-aptamer displacement from GRK2;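 active means inhibition of aptamer binding above 40%, roughly 3 SD of noise, on plates passing a quality check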;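 further: median bead fluorescence of bound FAM aptamer so fluorescent compounds give negative values; no value below 0 was filed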
PME-1 primary: PME-1 (human) inhibition | recombinant PME-1, FP-Rh probe fluorescence polarization | 320,000 tested, 0.53% active | Q9Y570 | inhibition, % at 5.9 µM | AID 2130;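 active means inhibition above the campaign mean of all compounds plus 3 SD, cut at about 26% in these data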;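 further: competitive labeling of PME-1 active site by serine hydrolase directed probe; 0% = PME-1 with DMSO and 100% = wells lacking PME-1 enzyme; inhibitors block probe labeling so polarization falls and inhibition rises; many of its hits are not listed in these tables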
Target sequence (Q9Y570 whole entry, looked up): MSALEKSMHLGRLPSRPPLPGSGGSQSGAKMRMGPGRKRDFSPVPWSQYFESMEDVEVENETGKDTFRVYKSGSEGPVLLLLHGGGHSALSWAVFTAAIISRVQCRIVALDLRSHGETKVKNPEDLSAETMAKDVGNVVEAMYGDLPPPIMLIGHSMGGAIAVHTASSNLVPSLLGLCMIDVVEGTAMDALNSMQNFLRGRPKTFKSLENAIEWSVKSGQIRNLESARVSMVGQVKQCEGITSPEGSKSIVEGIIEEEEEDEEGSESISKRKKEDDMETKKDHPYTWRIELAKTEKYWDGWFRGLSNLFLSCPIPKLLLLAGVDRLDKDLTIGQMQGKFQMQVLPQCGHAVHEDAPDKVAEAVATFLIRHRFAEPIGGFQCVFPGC
The depositor's hits bear a star; i = inactive; x = no result given. Not all compounds are listed, so the mix of outcomes need not match the whole.

SMILES	MCL1 BIM primary	VLA-4 inh	Bcl-xL primary	GLD-1 RNA inh	Fam108B inh	MEX-5 binding	Efflux pump mplx	GRK2 inh	PME-1 primary
Cc1ccc(-c2cc(C(=O)N(C)CC(=O)Nc3ccccc3Br)c3ccccc3n2)o1	9	0	10	3	0	1.5	0.0	0	2
Cc1nn(-c2ccccc2)c2c1P(=O)(O)/C(=C1\N(C)c3ccccc3C1(C)C)C=N2	6	4	8	5	-2	-3.8	0.3	1	-8
CCOC(=O)c1sc(NC(=O)CSc2nncs2)c(C(=O)OCC)c1C	-12	-1	-8	-1	-4	-4.1	0.1	2	-6
c1ccc(C2Nc3ccccc3-c3nc4ccccc4n32)cc1 (stereo not given)	4	i	7	9	0	0.2	-0.2	0	5
CCC(C)c1ccccc1NC(=O)CN1CCN(C/C=C/c2ccccc2)CC1 (stereo not given)	-10	-1	-2	4	2	1.3	0.1	0	15
O=S(=O)(/N=C(/Nc1ccc(Cl)c(S(=O)(=O)N2CCOCC2)c1)c1ccc(F)cc1)c1ccccc1	3	-1	6	1	0	1.3	-0.2	0	-1
COC(=O)CSc1cc(C(=O)c2nccn2C)c2ccccc2n1	1	-13	1	-1	1	-2.9	0.1	0	-3
C=CCNC(=S)NNC(=O)CSc1nc2ccccc2s1	7	6	1	-4	-10	-0.5	0.1	0	-15
CS(=O)(=O)c1ccc(NS(=O)(=O)c2ccc3ccccc3c2)cc1	-4	15	4	-2	8	-1.6	0.2	0	3
CCOC(=O)Cc1csc(NC(=O)c2cc(C)c(C)s2)n1	-5	11	0	-2	x	x	-0.2	10	-3

Given with values under each structure: nine of the compounds above.
Results follow in this order: MCL1 BIM primary, VLA-4 inh, Bcl-xL primary, GLD-1 RNA inh, Fam108B inh, MEX-5 binding, Efflux pump mplx, GRK2 inh, PME-1 primary
Cc1ccc(-c2cc(C(=O)N(C)CC(=O)Nc3ccccc3Br)c3ccccc3n2)o1
    9, 0, 10, 3, 0, 1.5, 0.0, 0, 2
Cc1nn(-c2ccccc2)c2c1P(=O)(O)/C(=C1\N(C)c3ccccc3C1(C)C)C=N2
    6, 4, 8, 5, -2, -3.8, 0.3, 1, -8
CCOC(=O)c1sc(NC(=O)CSc2nncs2)c(C(=O)OCC)c1C
    -12, -1, -8, -1, -4, -4.1, 0.1, 2, -6
c1ccc(C2Nc3ccccc3-c3nc4ccccc4n32)cc1 (stereo not given)
    4, i, 7, 9, 0, 0.2, -0.2, 0, 5
CCC(C)c1ccccc1NC(=O)CN1CCN(C/C=C/c2ccccc2)CC1 (stereo not given)
    -10, -1, -2, 4, 2, 1.3, 0.1, 0, 15
O=S(=O)(/N=C(/Nc1ccc(Cl)c(S(=O)(=O)N2CCOCC2)c1)c1ccc(F)cc1)c1ccccc1
    3, -1, 6, 1, 0, 1.3, -0.2, 0, -1
COC(=O)CSc1cc(C(=O)c2nccn2C)c2ccccc2n1
    1, -13, 1, -1, 1, -2.9, 0.1, 0, -3
C=CCNC(=S)NNC(=O)CSc1nc2ccccc2s1
    7, 6, 1, -4, -10, -0.5, 0.1, 0, -15
CS(=O)(=O)c1ccc(NS(=O)(=O)c2ccc3ccccc3c2)cc1
    -4, 15, 4, -2, 8, -1.6, 0.2, 0, 3

Continuation.
SMILES	MCL1 BIM primary	VLA-4 inh	Bcl-xL primary	GLD-1 RNA inh	Fam108B inh	MEX-5 binding	Efflux pump mplx	GRK2 inh	PME-1 primary
CC1CCCCC1NC(=O)CCCn1c(=S)[nH]c2ccsc2c1=O (stereo not given)	-7	3	-4	-5	1	0.0	-0.1	4	-5
COCCn1c(SCC#N)nnc1-c1ccccc1	5	-5	2	0	3	0.3	0.0	0	5
CCOC(=O)c1c(NC(=O)COC(=O)c2nc(Cl)ccc2Cl)sc2c1CCC2	2	6	3	3	-2	-0.8	1.2	0	-1
Cc1ccc2nc3nc(NCC4CCCO4)c(C(=O)NC4CCCC4)cc3c(=O)n2c1 (stereo not given)	2	4	4	3	0	-5.0	0.0	1	-4
CCN(CC)Cc1c(O)c(Cl)cc2c3c(c(=O)oc12)CCCC3	12	-2	11	5	2	-0.2	-0.1	5	-3
CC(C)=CCN1CCN(Cc2cn(C(C)C)c3ccccc23)CC1CCO (stereo not given)	1	4	5	5	5	-3.0	0.0	0	1
CN(C)CCCN1c2ccccc2CCc2ccc(Cl)cc21	4	9	9	9	-6	0.0	-0.1	6	-1
Cc1ccc(N(CC(=O)NCCSCc2ccco2)S(C)(=O)=O)cc1	7	10	6	8	-7	1.6	-0.1	1	3
COc1cccc(-c2c(C(=O)N/N=C(\C)c3ccco3)nnn2-c2nonc2N)c1	0	-2	-2	0	-2	-1.9	0.5	3	-2
CCOc1ccc(OCCCC(=O)Nc2cc(Cl)ccc2-n2cncn2)cc1	6	7	5	-2	x	x	0.1	3	0
CCOc1cc(-c2nc(-c3ccccc3OC)no2)cc(OCC)c1OCC	-5	-5	2	-3	-8	1.8	0.3	2	-7
C[C@H](CO)N1C[C@H](C)[C@@H](CN(C)Cc2ccc(Cl)c(Cl)c2)Oc2c(NC(=O)C3CC3)cccc2C1=O	x	-1	x	2	x	x	-0.1	11	x
COc1ccc(S(=O)(=O)N2CCOCC2)cc1Br	-1	-12	-8	4	-4	1.6	-0.2	0	-3
O=C(CSc1nnc(NC(=O)c2ccc(F)cc2F)s1)NC1CCCC1	4	5	1	-2	0	0.1	-0.1	8	-8
O=C(COc1cccc(F)c1)Nc1nc(-c2ccncc2)cs1	10	-27	3	0	x	x	-0.1	0	-12
CCOc1ccc(CCNC(=O)c2ccc(CS(=O)Cc3ccc(Cl)cc3)o2)cc1 (stereo not given)	-1	-4	2	0	-5	2.3	-0.1	1	1
CCOC(=O)C1CCN(C(=O)COc2cc(C)c(Br)c(C)c2)CC1	-13	5	-1	-5	2	-1.7	0.1	4	-1
Cc1nn2c(-c3ccccc3)ccnc2c1Br	0	11	4	5	-3	0.0	-0.1	1	4
O=S(=O)(c1ccc(-c2n[nH]c(=S)o2)cc1)N1CCCCC1	-36	10	-35	-3	-2	-0.2	0.0	2	-4
O=C(Nc1ccncc1)Nc1ccc(Cl)cc1	-1	-4	3	1	-3	-2.4	0.0	0	-8
O=[N+]([O-])c1ccc2c(c1)C=C1CCCCC1(N1CCCCC1)O2 (stereo not given)	6	0	3	-6	-5	-1.8	-0.4	4	5
COc1ccc(C(=O)Nc2c(N)nc(SCC(=O)NCC3CCCO3)[nH]c2=O)cc1OC (stereo not given)	-5	20	3	-2	2	-2.9	-0.2	1	0
COc1ccc(C(CNC(=O)c2oc3cc(C)c(C)cc3c2C)N2CCCCC2)cc1 (stereo not given)	0	-4	2	-5	-5	1.3	0.1	0	5
CCOc1cnn(-c2cc(Oc3ccc(C)cc3)ncn2)c(=O)c1Cl	3	1	3	4	0	-0.1	-0.1	5	3
Cc1nc(CSc2ccc(Br)cc2)cs1	1	-2	-2	-1	0	-2.2	0.0	1	-4
O=C(O)c1cc(S(=O)(=O)NC2CCCc3ccccc32)ccc1O (stereo not given)	6	5	4	10	-3	-3.1	-0.1	1	-3
Cc1ccc(O)c(Nc2ncnc3ccccc23)c1	5	8	7	2	-2	0.4	0.2	0	6
Cc1cc(NS(=O)(=O)c2ccc(NC(=O)Cc3ccc([N+](=O)[O-])cc3)cc2)nc(C)n1	x	0	x	-4	x	x	0.1	0	x
O=C(C1CCN(S(=O)(=O)c2cccs2)CC1)N1CCN(Cc2ccccc2)CC1	5	-3	7	-4	-1	0.9	0.2	0	25
Cc1ccn(CCSCC(=O)O)n1	-2	0	-1	10	1	-0.6	0.2	5	4
O=S(=O)(c1c(F)cccc1F)N1CCN(C(=S)NCc2ccc3c(c2)OCO3)CC1	9	-6	6	-5	25*	0.0	0.1	3	8
CN1CCN(NC(=O)Nc2ccc(Br)cc2Cl)CC1	x	5	x	x	x	1.1	0.0	2	x
CCOC(=O)c1ccsc1NC(=O)CCS(=O)(=O)c1ccccc1	6	23	8	7	-3	0.1	0.6	1	-5
Cc1cc(N2CCCN(C)CC2)nc2cc(Cl)ccc12	1	19	-2	10	-2	-1.6	0.4	0	2
C(#CC12CC3CC(CC(C3)C1)C2)CN1CCOCC1	10	0	8	1	-3	-2.6	0.0	3	-4
COc1cccc(Nc2nnc(SCc3cc([N+](=O)[O-])cc4c3OCOC4)s2)c1	-9	0	-2	7	11	-1.6	-0.1	2	9
Cc1ccc(CCNC(=O)C2CC(=O)N(CCc3ccccc3)C2)cc1 (stereo not given)	3	10	4	0	-1	0.1	-0.1	0	-3
Cc1oc(-c2ccccc2Cl)nc1CSCC(=O)NC1CCCC1	10	0	3	1	-5	0.0	0.0	30	7
Nc1nc(SCC(=O)N2CCN(c3ccccc3)CC2)n[nH]1	-3	-6	1	3	-6	-3.8	-0.7	0	-2
COc1ccccc1OCC(=O)Nc1oc(-c2ccccc2)c(-c2ccccc2)c1C#N	6	-10	7	5	-6	x	0.1	0	-15
CCCC(CCC)C(=O)NNc1cc(=O)c2c(=O)n(C)c(=O)n(C)c2[nH]1	6	6	5	5	-2	1.2	0.1	1	-1
CCOC(=O)C1=C(C)NC2=C(C(=O)c3ccccc32)C1c1cccnc1 (stereo not given)	-1	2	0	3	5	-2.1	0.0	0	0
COc1ccc(-c2cn3cccnc3n2)cc1NC(=O)C1CCCC1	3	2	1	0	3	0.2	0.1	3	-2
CCCNC(=O)C(Sc1ccccc1)c1ccccc1 (stereo not given)	0	3	0	2	-3	0.9	0.5	2	0
C/C(Cc1ccccc1)=N\NC(=O)CNC(=O)COc1cccc(C)c1	-6	16	-5	0	-1	1.3	0.1	2	2
COc1ccc(OC)c(N(CC(=O)N2CCCC2)S(C)(=O)=O)c1	6	4	2	1	1	-1.8	-0.1	0	-7
Cc1cccc(C)c1NC(=O)CSc1nnc(-c2ccoc2C)n1CCc1ccccc1	2	2	0	-6	0	1.5	0.4	1	-4
Cc1c(C(=O)N2c3ccccc3CC2C)oc2ccccc12 (stereo not given)	4	6	3	6	-3	-1.5	0.3	0	5
CN(Cc1cccs1)C(=O)CSc1nnnn1C	-2	8	2	6	-5	1.9	0.0	2	-3
CCCOc1ccc(/C=N/NC(=O)CSCc2ccc([N+](=O)[O-])cc2)cc1OCC	-3	5	3	4	4	0.3	-0.2	4	4
Later entries:
SMILES	MCL1 BIM primary	VLA-4 inh	Bcl-xL primary	GLD-1 RNA inh	Fam108B inh	MEX-5 binding	Efflux pump mplx	GRK2 inh	PME-1 primary
Cc1ccc2cc(CN(Cc3ccc4c(c3)OCO4)Cc3nnnn3Cc3ccco3)c(=O)[nH]c2c1C	0	-2	0	-7	0	4.5	0.1	3	-10
O=C(c1cccc([N+](=O)[O-])c1)n1nc(-c2ccccc2)nc1NCc1ccccc1	5	-4	4	3	-1	1.4	-0.4	0	-4
COc1cc2c(cc1OC)CN(S(=O)(=O)c1ccccc1F)CC2	1	-5	5	-5	-12	-3.6	0.1	0	-3
O=C(NCC(=O)N(Cc1ccc(F)cc1)C(C(=O)NC1CCCC1)c1ccco1)c1ccco1 (stereo not given)	6	0	5	-8	0	-1.8	-0.1	4	5
Cc1nc(SCC(=O)O)c(C#N)c2c1CCCC2	12	-10	3	8	8	-1.3	-0.1	82*	4
